SUMO Mot1 rescue: blocks SUMOylation pathway, rescuing yeast Mot1-301 growth; S. cerevisiae Mot1-301 growth rescue, ATP luminescence, 38.5C; percent above DMSO median, 100 means doubled; growth rescue, % at 18.8 µM; 320,000 tested, 1% active; AID 2716;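 active means every valid replicate shows activation above 250% relative to neutral control wells; inactive means the rest, any valid replicate at or below 250%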;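 further: OY570 slx delta 5 strain wells were the positive control but not used for scaling; some compounds called inactive have numbers as strong as hits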
Tat transport: inhibitors of E. coli Tat protein transport; E. coli MC4100 TorA-mCherry Tat export, fluorescence; inhibition, % at 10 µM; 340,000 tested, 0.036% active;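 active means mean replicate inhibition at least 50% and at least half of replicates individually reaching 50%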;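 further: exported cargo escapes ClpAP degradation while cytoplasmic cargo is degraded and loses fluorescence; 0% = median of neutral control wells and 100% = median of NaSCN control wells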
E coli growth: counter-screen for AddAB inhibitors: E. coli growth inhibition; inhibition, % at 11.9 µM; AID 449728; 330,000 tested, 0.27% active; E. coli V3065 growth, OD600 absorbance, 18 h;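 active means inhibition above the campaign's mean inhibition across all tested compounds plus 3 SD, cut at about 9.9% in these data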;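 further: uninfected addAB+ strain grown without phage in ampicillin broth; 0% = DMSO wells and 100% = ciprofloxacin 0.95 µg/ml wells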
HTR5A inv ctr: inverse agonist of human HTR5A in OPRM1-OPRD1 counter-screen. P47898. inhibition, % at 9.3 µM. AID 504634. HTR5A cell line, luminescence, inverse agonism. 340,000 tested, 0.083% active; in the data active means inhibition mostly above about 23%, no sharp cut-off; inactive means mostly below about 18%;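 further: 0% = cells with DMSO and 100% = no-cell wells with DMSO; some compounds called inactive have numbers as strong as hits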
MOR-DOR ag: agonists of human mu-delta opioid receptor heterodimerization. activation, % at 9.3 µM. P35372+P41143. 340,000 tested, 0.3% active. AID 504326. cells, OPRM1-OPRD1 heterodimerization, luminescence; in the data active means activation above about 18%;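 further: 0% = vehicle-treated cells and 100% = reference agonist; values of inactives mirror those of a sister screen read the other way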
Target sequence (P35372 whole entry, looked up): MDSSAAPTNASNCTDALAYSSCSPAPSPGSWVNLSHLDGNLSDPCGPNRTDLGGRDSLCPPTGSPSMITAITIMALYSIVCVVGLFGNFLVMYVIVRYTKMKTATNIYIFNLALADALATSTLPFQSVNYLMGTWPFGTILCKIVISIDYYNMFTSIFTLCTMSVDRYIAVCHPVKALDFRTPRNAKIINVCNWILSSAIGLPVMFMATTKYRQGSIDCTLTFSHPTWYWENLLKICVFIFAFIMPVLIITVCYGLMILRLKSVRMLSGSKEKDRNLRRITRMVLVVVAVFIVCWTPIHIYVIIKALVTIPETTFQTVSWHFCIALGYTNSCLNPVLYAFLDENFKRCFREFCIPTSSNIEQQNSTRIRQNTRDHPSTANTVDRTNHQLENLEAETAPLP
Target sequence (P41143 whole entry, looked up): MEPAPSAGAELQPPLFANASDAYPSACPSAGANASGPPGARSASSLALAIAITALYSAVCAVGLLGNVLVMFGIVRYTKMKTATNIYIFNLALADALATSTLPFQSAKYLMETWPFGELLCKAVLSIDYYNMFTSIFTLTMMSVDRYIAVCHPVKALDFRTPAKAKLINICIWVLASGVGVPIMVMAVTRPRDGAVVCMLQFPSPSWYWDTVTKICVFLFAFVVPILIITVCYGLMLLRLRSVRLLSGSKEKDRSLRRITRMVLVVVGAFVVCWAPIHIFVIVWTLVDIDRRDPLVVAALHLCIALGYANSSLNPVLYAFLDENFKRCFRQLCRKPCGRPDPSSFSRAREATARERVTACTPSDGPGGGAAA
PfHsp90 yeast 2: inhibits growth of yeast expressing Plasmodium falciparum Hsp90; S. cerevisiae expressing PfHsp90, BacTiter-Glo ATP, 48 h; yeast lacking PDR1 and PDR3 efflux regulators; inhibition, % at 9.4 µM; 310,000 tested, 0.32% active; AID 504621;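 active means every replicate shows inhibition above about 80%, whatever the replicate mean, limit read from the data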;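 further: 0% = DMSO neutral controls and 100% = 20 µM radicicol positive controls; yeast relying on Plasmodium falciparum Hsp90 in place of its own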
PKA-R1A activ: activators of PKA-R1A complex; AID 504707; activation, % at 11.4 µM; PKA-R1A dissociation, Cy5-IP20 fluorescence polarization; scaled: DMSO 0%, 113 µM cGMP 100%; 340,000 tested, 0.083% active; P00514+P68181;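 active means percent activation above the mean of all tested compounds plus 3 SD, cut at about 19% in these data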;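 further: higher means more PKAc released from R1A so a rise in polarization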
PKA-R2B act: activators of human PKA-R2B complex; activation, % at 11.4 µM; P22694+P31323; 340,000 tested, 0.079% active; PKA-R2B holoenzyme dissociation, Cy5-IP20 fluorescence polarization; R2B truncated from residue 108, S112A mutant; 0% DMSO only, 100% 113 µM cGMP;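 active means activation above a cutoff set at the mean over all compounds plus 3 SD, cut at about 18% in these data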;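 further: higher means more holoenzyme dissociation and a rise in polarization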
phage Ecoli inh: E. coli growth loss with phage present. growth absorbance. inhibition, % at 11.9 µM. 360,000 tested, 0.26% active. AID 651602; in the data active means inhibition above about 11%
AddAB inh: less growth of phage-infected E. coli with AddAB; E. coli expressing H. pylori AddAB, absorbance growth; inhibition, % at 11.9 µM; 330,000 tested, 0.29% active; in the data active means inhibition above about 12%;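 further: 0% = vehicle wells of infected cells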
OPRM1-OPRD1 inv: mu-delta opioid heterodimer inverse agonism | P35372+P41143 | cell-based MOR-DOR heterodimer luminescence | inhibition, % at 9.3 µM | 340,000 tested, 0.21% active; in the data active means inhibition above about 22%, passing the limit was not always enough;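 further: 0% = cells with DMSO and 100% = wells without cells with DMSO; values of inactives mirror those of a sister screen read the other way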
Numbers without * were called inactive; x = not tested or not shown.

SMILES	SUMO Mot1 rescue	Tat transport	E coli growth	HTR5A inv ctr	MOR-DOR ag	PfHsp90 yeast 2	PKA-R1A activ	PKA-R2B act	phage Ecoli inh	AddAB inh	OPRM1-OPRD1 inv
Cc1ccc(C2(c3noc(CN(C)Cc4cccnc4)n3)CCCC2)cc1	0	5	1.1	0	-1.6	-8	-7	-10	-0.1	0.3	8
COc1ccc(C)cc1N(CC(=O)N1CCCCCC1)S(=O)(=O)c1ccc(C)cc1	3	1	-1.8	2	-3.0	-3	-7	-3	1.4	-2.1	16
CCCc1ccc(OCC(O)CN2CCN(c3ccccn3)CC2)cc1 (stereo unspecified)	-3	6	0.2	-31	2.1	8	-15	14	-0.2	1.6	-11
Cc1ccc(NC(=O)CCN2CC(C)OC(C)C2)cc1 (stereo unspecified)	4	-3	-1.3	-2	0.5	-25	7	3	-2.2	3.2	-2
CC(=O)Cc1nsc(NC(=O)C2Cc3ccccc3C(=O)O2)n1 (stereo unspecified)	259	-4	1.0	-17	0.2	-23	-3	7	1.4	0.5	-1
COc1ccc(NC(=O)c2nc[nH]c2C(=O)N[C@H](C)c2ccccc2)cc1	-1	16	-1.2	-36	2.6	-20	-16	-22	-1.0	0.8	-15
O=C(O)C1C2C=CC(C2)C1C(=O)NCc1ccoc1 (stereo unspecified)	5	4	0.8	4	2.7	10	1	-5	3.6	-0.6	-16
COc1ccc(NC(=O)c2oc3ccccc3c2NC(=O)C2CC2)cc1OC	-1	-7	-2.4	12	-2.6	-13	-4	-6	0.4	-2.1	14
Cc1cc(Br)ccc1Nc1nc(N)nc(N)c1N=O	x	-1	x	15	-1.7	-12	-1	0	3.3	x	9
CCC(C)c1ccccc1N1CC(C(=O)NCCC2=CCCCC2)CC1=O (stereo unspecified)	8	7	0.9	-13	-4.4	-15	3	-12	0.5	1.2	16
Clc1ccc(-c2nnc(CSc3nnc(-c4cccs4)n3Cc3ccccc3)o2)cc1	5	12	-2.3	-3	2.2	-4	0	7	1.6	-1.2	-11
COC(=O)COc1cccc2c(=O)n(CC(=O)N3CCCc4ccccc43)ccc12	15	2	-0.9	-21	-1.7	22	1	-4	4.2	-1.1	10
CCOC(=O)N1CCN(C(=O)C2CCN(S(=O)(=O)c3ccc(OCC)cc3)CC2)CC1	-18	3	1.6	-2	-3.0	-12	-1	5	2.2	4.2	10
Cc1ccc(-n2nc3c(=O)n(CC(=O)c4ccc(F)cc4)nc(C)c3c2C)cc1	-17	5	0.7	-6	-2.5	10	-3	0	2.0	1.1	13
COc1ccc(-n2c(=O)c3ccccc3n(Cc3ccc(F)cc3)c2=O)cc1OC	-20	-4	-0.8	0	-1.2	x	2	5	2.3	-0.5	7
COc1ccc(N2CCN(C(=O)C3CC(O)CN3S(=O)(=O)c3ccc([N+](=O)[O-])cc3)CC2)cc1 (stereo unspecified)	-6	23	2.2	13	1.6	6	3	-8	3.1	1.2	-9
CC(C)(C)c1ccc(C(=O)NNC(=S)NCC2CCCO2)cc1 (stereo unspecified)	2	1	1.1	-3	-2.0	-7	-4	-1	-0.2	5.3	12
Cc1ccc(C)c(OCCC(=O)OCC(=O)Nc2ccc(C)c(S(=O)(=O)N3CCCCC3)c2)c1	-3	2	-2.2	7	2.4	-3	7	-8	1.8	-1.0	-12
Cc1ccc(-n2c(Cc3cccn3C)nnc2SCC(=O)NC2CCCCC2)cc1	-12	-15	0.8	9	2.0	13	-3	-14	1.6	1.8	-11
Cc1cc(C)cc(NC(=S)N(Cc2cccc(Br)c2)CC2CCC(C(=O)O)CC2)c1 (stereo unspecified)	x	-11	0.2	3	-2.4	12	-7	0	2.2	-0.3	13
COCCNc1nnc(SCC(=O)NNC(=O)c2ccco2)s1	-9	4	-2.5	2	-0.6	4	-9	-3	0.0	-0.8	2
O=C(NCc1ccco1)C(c1ccc(F)cc1)N(Cc1cccnc1)C(=O)Cn1nnc2ccccc21 (stereo unspecified)	-24	24	-1.7	-9	-4.4	13	-6	3	1.3	4.8	19
CCOC(=O)c1c(NC(=O)Nc2ccc(F)cc2)sc2c1CCN(C)C2	16	-3	-0.2	-3	-0.5	34	1	-13	1.1	1.7	3
CC(C)(C)OC(=O)N[C@@H](Cc1ccccc1)C(=O)N[C@@H](CO)[C@H](O)[C@@H]1C[C@@H]1C(=O)NC1CC1	-8	-4	0.7	1	-3.6	-21	-2	-9	3.2	3.4	17
CCOC(=O)c1c(C)[nH]c2ccc(O)cc12	-2	-8	1.5	10	2.3	-8	8	5	2.8	2.8	-14
SMILES	SUMO Mot1 rescue	Tat transport	E coli growth	HTR5A inv ctr	MOR-DOR ag	PfHsp90 yeast 2	PKA-R1A activ	PKA-R2B act	phage Ecoli inh	AddAB inh	OPRM1-OPRD1 inv
CCCCNC(=O)C1CCCN1C(=O)Nc1ccccc1 (stereo unspecified)	-1	-1	0.9	30	-2.6	-18	-10	0	-1.5	0.3	16
CCN(CC)c1ccc(NC(=O)c2ccc(NC(=O)C3CCCO3)cc2)c(C)c1 (stereo unspecified)	-23	-1	0.2	12	-0.6	x	-1	-1	2.4	1.3	3
Cc1c(C(=O)N/N=C/c2ccc(-c3ccccc3[N+](=O)[O-])o2)sc(N)c1C#N	-5	0	-1.8	-17	0.0	-19	-6	-18	0.9	2.9	0
C=CCNC(=O)CC(=O)N/N=C/c1ccc(C(=O)OC)cc1	1	3	0.0	14	0.3	x	0	0	0.6	3.5	-2
Cc1cccc(-c2sc(Nc3ccccc3)n[n+]2-c2ccccc2)c1	1	-5	-4.3	9	-1.1	3	-5	-5	1.1	-0.4	6
CCOC(=O)c1ccc(CNC(=O)C(Cc2c[nH]c3ccccc23)NC(C)=O)o1 (stereo unspecified)	22	-6	1.4	27	-2.0	0	3	2	4.0	1.7	10
O=C(Nc1ccccc1N1CCCC1)c1ccc(F)c(S(=O)(=O)N2CCOCC2)c1	-9	11	-4.1	20	-1.6	16	-2	-6	0.1	-3.4	10
Cc1ccc(OCC(=O)Nc2ccc(-c3nnc(-c4ccco4)o3)cc2)cc1	22	-2	0.9	-11	6.2	0	-12	1	1.5	-0.5	-37
COc1ccccc1CNC(=O)c1cc2ccccc2oc1=O	-3	3	0.4	20	0.4	-68	-10	-3	1.7	1.2	-2
Fc1ccc(-c2nnc3ccc(N4CCc5ccccc5C4)nn23)cc1	2	6	-0.4	-10	-0.7	-19	9	4	2.4	-0.4	4
CC1CN(Cc2ccccc2)C(=S)NC1=O (stereo unspecified)	x	-3	x	1	-2.2	x	-10	2	0.7	x	11
NNC(=O)c1nnn(-c2nonc2N)c1CN1CCc2ccccc2C1	0	1	-3.1	-13	2.7	17	-6	-2	2.7	-1.5	-14
Cc1cccc(NC(=S)N2CCCN(c3ncccc3[N+](=O)[O-])CC2)c1	-14	-5	-0.9	-11	-1.8	-14	-15	-5	4.1	-1.3	9
CCOCCc1nnc(NC(=O)Cc2ccccc2)s1	537	-2	0.6	29	0.9	1	-9	-15	0.8	0.9	-5
CC(C)NS(=O)(=O)c1ccc(NC(=O)CCc2ccccc2)cc1	-10	3	0.6	8	-3.1	8	-7	1	3.0	0.4	17
O=C(Nc1ccccc1N1CCOCC1)c1ccc2ccccc2n1	x	-1	-1.0	-6	-0.8	x	3	-4	2.2	1.5	5
CCOc1ccc(CCNC(=O)COC(=O)c2cccc(S(=O)(=O)N3CCCCC3)c2)cc1OCC	23	-1	-1.8	-20	-1.5	8	-9	2	0.1	-0.6	10
CNC(=O)NC(=O)COc1ccc2oc3c(c2c1)CCCC3	15	-3	-0.1	-33	1.8	-22	-12	5	2.1	2.9	-12
O=C(c1ccco1)N1CCN(S(=O)(=O)c2cccs2)CC1	0	6	1.2	7	-1.8	-9	-2	-12	0.5	1.9	10
COc1ccc(/C=N/NC(=O)c2ccc(Cl)c(S(N)(=O)=O)c2)cc1OCC(N)=O	-16	-2	0.6	-1	0.6	-11	-4	-2	0.9	-1.1	-3
CC(C)N(C(=O)CSc1nnc(C2CC2)n1C1CC1)c1ccccc1	x	-3	x	-10	0.5	x	0	-3	2.2	x	-3
O=C(CSc1nnc(CNC(=O)c2cccs2)o1)NC1CCCCC1	-2	-3	-1.7	-29	-1.9	-2	-14	0	2.0	2.1	10
COc1ccc(NC(=O)CSc2n[nH]c(-c3ccccc3)n2)cc1S(N)(=O)=O	3	-6	-4.4	-9	-2.9	5	-4	-14	1.7	-1.9	11
COc1ccc(-n2c(SCC(=O)Nc3ccc([N+](=O)[O-])cc3OC)nc3ccccc32)cc1	x	-3	-0.7	19	-1.8	-14	4	2	5.6	0.5	10
CC(C)(C)c1ccc(OCC(=O)N(Cc2cccs2)C2CCS(=O)(=O)C2)cc1 (stereo unspecified)	5	6	-2.8	-13	0.7	8	7	-9	3.0	-2.3	-4
SMILES	SUMO Mot1 rescue	Tat transport	E coli growth	HTR5A inv ctr	MOR-DOR ag	PfHsp90 yeast 2	PKA-R1A activ	PKA-R2B act	phage Ecoli inh	AddAB inh	OPRM1-OPRD1 inv
O=C(NC1CCCCCC1)c1cc(=O)[nH]c2ccc(S(=O)(=O)N3CCOCC3)cc12	2	-2	-0.1	-5	-2.0	21	-2	-9	1.6	0.7	10
COc1ccc(-c2cn3cccnc3n2)cc1NC(=O)C(C)Oc1ccccc1 (stereo unspecified)	108	5	-3.0	12	0.1	-75	-4	-3	0.2	1.0	0
CN(CC(=O)Nc1cccc(F)c1)C(=O)CCCn1c(=O)oc2ccccc21	69	-2	0.7	11	0.8	8	2	-2	-0.4	-0.2	-5
O=C(COC(=O)c1ccccc1C(=O)c1ccccc1)Nc1cccc([N+](=O)[O-])c1	327	4	-0.3	7	1.5	-5	-9	-7	-0.2	3.0	-11
Cc1ccc(Cl)cc1NC(=O)CSC(N)=O	38	11	-0.1	-13	5.1	-11	-12	7	2.7	3.2	-30
C=CCN1C(=O)c2ccccc2Sc2ccc(C(=O)NC(C)C)cc21	-13	-4	-0.7	-7	-3.0	-21	7	-4	1.2	0.2	15
O=C(Nc1ccc(OC(=O)c2ccncc2)cc1)c1ccncc1	-3	-7	-0.6	-15	-1.1	x	-8	-9	2.9	1.1	6
CCc1nnc(NC(=O)CSc2nnnn2C)s1	2	14	1.3	2	-1.0	7	-3	-7	1.1	3.1	6
O=c1[nH]c(C2CCN(S(=O)(=O)c3ccccc3)CC2)nc2c1nnn2Cc1c(F)cccc1Cl	105	10	1.4	-5	-2.6	10	-8	-12	-2.2	2.0	14
CCn1c(C(C)NC(C)=O)nc2ccccc21 (stereo unspecified)	5	2	-0.4	-18	2.2	-1	-8	-3	3.0	-0.8	-12
Cn1c(CSc2nc3ccccc3s2)nnc1SCC(=O)NCc1cccnc1	-13	2	-4.9	-4	-3.9	x	-8	4	3.7	1.9	22

Screens as filed in PubChem.
